Screening data: PubChem, National Center for Advancing Translational Sciences (NCATS)
APE1 inh: qHTS Assay for Inhibitors of the Human Apurinic/apyrimidinic Endonuclease 1 (APE1); recombinant APE1, TAMRA/BHQ-2 abasic DNA cleavage fluorescence; Potency, µM (titrated, usually from 65.8 µM), for inactives: at the highest dose activity change, negative = inhibition, actives largely listed as inhibitors; actives 0.35% (n = 350,000); AID 2517, 2012;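 further: potency means the concentration at half of the fitted maximal effect; plate controls were vehicle for no effect and reference inhibitor for full effect; nearly all actives have a fitted effect of over 55% in size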
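Enzyme (0.75 nM final) and test compound are incubated 15 min at room temperature before adding 50 nM quenched THF abasic-site duplex. Cleavage dequenches TAMRA, followed at 525/598 nm over three reads one minute apart.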
LDHA inh: qHTS assay for inhibitors of human lactate dehydrogenase. purified LDHA, NADH/diaphorase-resazurin fluorescence; active compounds read low. activity change, % (values are at about 110 or 230 µM). actives 0.15% (n = 480,000). AID 1347041, 2019; in the data active means activity change below about -30%; inconclusive means mostly about -25% to -30%;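 further: plate controls were DMSO wells for no effect and wells without enzyme for full effect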
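Enzyme activity of human lactate dehydrogenase 5 (2 nM; 0.06 mM NADH, 0.2 mM pyruvate, 5 min, RT) is measured via a resazurin/diaphorase fluorescence readout of residual NADH.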
Glioma ERSR ind: qHTS for Inducers of the Endoplasmic Reticulum Stress Response (ERSR) in Human Glioma: qHTS. U87-MG GRP78 promoter luciferase reporter, 16 h. Potency, µM, for the others: top-dose activation, usual class: activators. actives 0.02% (n = 420,000); further: potency means the concentration at half of the fitted maximal effect; series mostly up to about 76 µM; % of control where 0% means no effect; nearly all actives have a fitted effect of over 35% in size
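Stably transfected U87-MG glioma cells carrying a GRP78-based luciferase sensor; 16 h compound incubation. Luminescence end-point read 10 min after Bright-Glo addition at room temperature.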
BLM inh: qHTS Assay for Inhibitors of Bloom's syndrome helicase (BLM). Potency, µM (highest dose often 56.1 µM), for the others: top-dose activity change, negative = inhibition, usual class: inhibitors. RecQ-like DNA helicase BLM (Homo sapiens), P54132. actives 0.2% (n = 350,000). AID 2528, 2010. recombinant BLM DNA unwinding, fluorescence dequenching;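 further: potency means the concentration at half of the fitted maximal effect; plate controls were vehicle for no effect and no enzyme for full effect; nearly all actives have a fitted effect of over 35% in size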
POLH inh: qHTS for Inhibitors of Polymerase Eta; DNA polymerase eta (Homo sapiens), Q9Y253; recombinant Pol eta, fluorescent DNA replication assay; Potency, µM (doses to about 114 µM), without a hit: at the top dose activity change, negative = inhibition, usual class: inhibitors; actives 1.2% (n = 390,000); AID 588591, 2011; further: potency means the concentration at half of the fitted maximal effect; on the % scale 0 is the no-effect control and ±100 the full control effect
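Fluorescent replication assay: 50 nM final substrate added after a 15 min room-temperature compound preincubation with 10 nM enzyme. Signal taken at 0 min and again at 10 min.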
POLK inh: qHTS for Inhibitors of Polymerase Kappa | DNA polymerase kappa (Homo sapiens), Q9UBT6 | purified Pol kappa, fluorescent DNA synthesis assay, 10 min | Potency, µM (top dose mostly 107 µM), inactives show at the highest dose activity, negative = inhibition, usual class: inhibitors | actives 0.53% (n = 400,000); further: potency means the concentration at half of the fitted maximal effect; on the % scale 0 is the no-effect control and ±100 the full control effect
Target sequence (Q9UBT6 whole entry, looked up): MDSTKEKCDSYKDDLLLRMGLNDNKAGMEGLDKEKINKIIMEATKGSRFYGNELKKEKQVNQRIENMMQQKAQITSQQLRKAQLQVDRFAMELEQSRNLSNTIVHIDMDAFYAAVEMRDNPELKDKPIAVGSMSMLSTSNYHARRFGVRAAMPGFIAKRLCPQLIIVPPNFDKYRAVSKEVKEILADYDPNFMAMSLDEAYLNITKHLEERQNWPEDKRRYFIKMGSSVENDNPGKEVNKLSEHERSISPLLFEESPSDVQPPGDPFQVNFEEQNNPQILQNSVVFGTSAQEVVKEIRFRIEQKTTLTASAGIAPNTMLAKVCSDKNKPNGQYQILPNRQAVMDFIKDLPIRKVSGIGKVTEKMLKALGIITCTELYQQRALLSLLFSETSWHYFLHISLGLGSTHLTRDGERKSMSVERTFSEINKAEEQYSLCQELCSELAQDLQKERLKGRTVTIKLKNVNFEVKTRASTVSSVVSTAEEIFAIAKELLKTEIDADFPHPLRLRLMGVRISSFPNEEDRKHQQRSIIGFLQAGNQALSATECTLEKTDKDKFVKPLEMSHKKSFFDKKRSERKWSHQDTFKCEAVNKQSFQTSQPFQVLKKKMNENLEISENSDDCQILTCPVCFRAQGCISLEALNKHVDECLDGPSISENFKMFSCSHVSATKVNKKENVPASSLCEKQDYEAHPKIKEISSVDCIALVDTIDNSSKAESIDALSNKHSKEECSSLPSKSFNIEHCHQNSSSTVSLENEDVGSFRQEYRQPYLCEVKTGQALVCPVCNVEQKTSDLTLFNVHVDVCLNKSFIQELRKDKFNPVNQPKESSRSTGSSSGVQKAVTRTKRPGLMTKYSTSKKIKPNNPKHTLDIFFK
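Kinetic fluorescence readout at 0 and 10 min followed reaction start with substrate at 50 nM final. Beforehand, enzyme (10 nM Pol kappa) stood 15 min with compound at room temperature; buffer-only wells were negative controls.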
POLI inh: qHTS for Inhibitors of Polymerase Iota. DNA polymerase iota (Homo sapiens), Q9UNA4. Pol iota fluorescent replication assay, 10 min. Potency, µM (highest dose often 115 µM), without a hit: top-dose activity, negative = inhibition, most hits filed as inhibitors. actives 1% (n = 390,000); further: potency means the concentration at half of the fitted maximal effect
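Fluorescent replication assay read twice, at 0 min and 10 min after adding 50 nM (final) substrate. Enzyme (10 nM) and compounds were first incubated 15 min at room temperature; enzyme-free buffer wells were negative controls.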
Anesthetic bind: qHTS Assay for Identification of Novel General Anesthetics; Potency, µM (doses to about 77.5 µM), for the others: at the highest dose activity change, negative = displacement, most hits filed as inhibitors; AID 485281, 2010; apoferritin/1-aminoanthracene competitive binding, fluorescence; Ferritin light chain (Equus caballus), P02791; actives 0.074% (n = 350,000); further: potency means the concentration at half of the fitted maximal effect; on the % scale 0 is the no-effect control and ±100 the full control effect; nearly all actives have a fitted effect of over 20% in size
Target sequence (P02791 2-175 limits assumed): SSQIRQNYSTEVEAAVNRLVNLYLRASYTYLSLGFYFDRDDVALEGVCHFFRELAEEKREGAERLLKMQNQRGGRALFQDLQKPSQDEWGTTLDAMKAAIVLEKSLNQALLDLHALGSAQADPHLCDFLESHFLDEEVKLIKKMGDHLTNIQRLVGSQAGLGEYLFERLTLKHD
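10 uM apoferritin + 50% sat. 1-AMA, PBS; cpd 10 min RT; Ex380/Em535 endpoint; normalized to free probe vs complex; 4-param Hill fit; propofol titration as pos. ctrl.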
POLB inh: qHTS Assay for Inhibitors of DNA Polymerase Beta | P06746 | Potency, µM (titrated, usually from 114 µM), for inactives: at the highest dose activity change, negative = inhibition, hits mostly inhibitors | actives 1.3% (n = 340,000) | Pol beta primer extension/strand displacement, fluorescence kinetic; further: potency means the concentration at half of the fitted maximal effect; on the % scale 0 is the no-effect control and ±100 the full control effect
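Reaction started by 50 nM substrate onto compound-treated Pol beta (10 nM, 15 min preincubation, room temperature); plates read at 0 min and 10 min. Normalized concentration-effect data fitted by four-parameter Hill equation.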
Starred values were filed as active, the others as inactive; u = inconclusive; x = not tested or not shown; [ ] = remark or other dose. Unless noted, the call rests on the fitted dose curve; in most records, active means well fitted curve in the direction sought with a large enough effect; inconclusive means small, poorly fitted or top-dose-only effect, or another doubt; inactive means no such curve, though single readings can be large; an effect the other way counts as inactive or inconclusive.

Results follow in this order: POLI inh, POLH inh, BLM inh, POLK inh, LDHA inh, POLB inh, Anesthetic bind, Glioma ERSR ind, APE1 inh
> CC(=O)Nc1cc2c(ccc3ccccc32)oc1=O
    45%[activator], -2%, 4%, -1%, -10, 2%, 40%[activator], 9%, -1%
> CCN(C(=O)CSc1nnc(-c2cccc(Cl)c2)n1N)c1c(N)n(Cc2ccccc2)c(=O)[nH]c1=O
    1%, -3%, x, -19%, -4, x, x, -1%, x
> COc1ccc(-n2nnnc2SCC(=O)NNC(=O)c2ccc([N+](=O)[O-])cc2)cc1
    u, -10%, 2%, -20%, -1, 3%[57.1 µM], -10%, -5%, 10%
> CC1CC(C)CN(S(=O)(=O)c2ccc3oc(=O)ccc3c2)C1 (stereo not given)
    -2%, -7%, -3%, -10%, -4, 4%, -6%, -2%, -4%
> CC(C)CN1CCc2nc(-c3ccccc3)c3c(c2C1)COC(C)C3 (stereo not given)
    x, x, -4%[12.4 µM], x, x, x, -3%[15.3 µM], -3%, 9%[12.4 µM]
> O=S(=O)(c1ccc(-c2csc(-c3cccnc3)n2)cc1)N1CCCCC1
    17%, -17%, -5%, -20%, -5, -3%, -19%, 0%, 15%
> CC(CC(=O)c1ccc(F)cc1)N1CCN(c2ccccc2)CC1 (stereo not given)
    -9%, -11%, x, -1%, -1, x, x, -6%, x
> Cc1nc2ncnn2c(C)c1CCC(=O)Nc1csc(N)n1
    22%, -19%, 2%, -8%, 4, 11%, 1%, -3%, 0%
> CN(C)c1cc(-c2ccc(Cl)cc2Cl)oc(=O)c1Cl
    u, -9%, u, -8%, -10, u, -4%, 5%, -2%
> CN1c2ccccc2C2(C)CCCC3=Cc4cc([N+](=O)[O-])cc([N+](=O)[O-])c4OC312 (stereo not given)
    3%, -19%, -6%, 0%, 2, 54%, 4%, -1%, 2%

(further entries)
Results follow in this order: POLI inh, POLH inh, BLM inh, POLK inh, LDHA inh, POLB inh, Anesthetic bind, Glioma ERSR ind, APE1 inh
> COc1ccc(-c2c(=O)n(OCc3ccccn3)c3ccccc3[n+]2[O-])cc1OC
    17%, -14%, 0%, 8%, 17, 14%, 2%, -1%, -5%
> CCOC(=O)c1c(C)c(C(=O)NC(C)COC)c(C)n1C (stereo not given)
    19%, -6%, 2%, -4%, -13, -3%, 0%, -1%, -1%
> Cc1ccc(-c2cc(C(F)(F)F)n3nc(-c4cccc(Br)c4)cc3n2)cc1
    89µM*, -5%, -3%, u, -7, 44%, -3%, -3%, x
> O=S(=O)(Cc1cccc(F)c1)c1c[nH]c2ccccc12
    u, -17%, -1%, -9%, -4, 6%, -9%, 6%, -2%
> CCOc1ccc(C2CC(=O)NC(SC)=C2C#N)cc1 (stereo not given)
    22%, -16%, -1%, 11%, -1, 15%, 1%, -5%, -2%
> COc1cccc(NC(=S)N2CCc3cc(OC)c(OC)cc3C2COc2ccc3c(C)cc(=O)oc3c2)c1 (stereo not given)
    11%, -12%, 3%, -14%, -7, 0%, 4%, -3%, 1%
> CCOC(=O)c1ccc(NC(=O)Nc2ccc(S(N)(=O)=O)cc2)cc1
    1%[58.9 µM], 0%, 1%, 6%, -4, 10%, -12%, -5%, 1%
> Cc1ccc(Cl)cc1NC(=O)Cn1c(=O)n(C(C)C)c(=O)c2oc3ccccc3c21
    -4%, -15%, 2%, -7%, -1, 45%, 1%, -3%, x
> CC(=O)N1CCN(C(=O)c2cc(S(=O)(=O)Nc3ccc(S(C)(=O)=O)cc3)ccc2Cl)CC1
    137%[activator], -9%, -5%, -12%, -8, 2%, 0%, 1%, u
> COc1ccc2c3c(c(=O)oc2c1)C1O[C@](c2ccsc2)(Cc2ccccc21)O3
    x, x, -9%[12.4 µM], x, x, -23%[22.9 µM], -22%[15.3 µM], x, -33%[12.4 µM]

The list goes on.
Results follow in this order: POLI inh, POLH inh, BLM inh, POLK inh, LDHA inh, POLB inh, Anesthetic bind, Glioma ERSR ind, APE1 inh
> C=CCOC(=O)C1=C(C)NC(SCC(N)=O)=C(C#N)C1c1ccc(C)cc1 (stereo not given)
    10%, -29%, -11%, -17%, -3, -1%, 4%, -2%, -1%
> CCSc1nc(C)c(C(C)=O)cc1C#N
    4%, 4%, -3%, -8%, 0, 12%, -9%, 0%, -3%
> Cc1ccc(-c2csc(C3C(N)=NC(S)=C(C#N)C34CCCCC4)n2)cc1 (stereo not given)
    u, -3%, -3%, -13%, -10, -10%, -17%, -1%, -4%
> COC(=O)c1ccc(NCc2c(O)ccc(O)c2Br)cc1Cl
    21%, -10%, x, -4%, 37, x, x, -12%, x
> O=C(Oc1cccc(NC(=O)c2ccco2)c1)c1ccc(Br)c(S(=O)(=O)N2CCCCC2)c1
    1%, -7%, -11%, -7%, -4, -1%, -22%, 1%, 8%
> Cc1onc(-c2ccccc2Cl)c1C(=O)N1CCN(c2ncccn2)CC1
    -17%, -7%, -1%, 1%, -1, 1%, -3%, -3%, -2%
> COc1ccc(/C(N)=N/OC(=O)c2ccc(C)c([N+](=O)[O-])c2)cc1OC
    1%, -20%, -1%, 2%, -3, 3%, -7%, -1%, 1%
> O=[N+]([O-])c1cccc(-c2ccc(SCc3cccnc3)nn2)c1
    154%[activator], 1%, -3%, -6%, -8, 32%, u, 6%, -1%
> COCCNc1nc2ccccc2n2cnnc12
    -11%, -9%, -1%, 0%, -3, -18%, 0%, 2%, 39%
> CC1=C(C(N)=O)C(c2cccs2)NC(=O)N1 (stereo not given)
    8%, -8%, -2%, 0%, -3, 1%, 1%, 8%, 6%

Carrying on.
Results follow in this order: POLI inh, POLH inh, BLM inh, POLK inh, LDHA inh, POLB inh, Anesthetic bind, Glioma ERSR ind, APE1 inh
> Cc1nc(-c2ccc(-c3ccon3)s2)no1
    -13%[58.9 µM], -22%, -5%, 0%, -2, 48%, -4%, 1%, 12%
> O=C(CSc1ncc(CO)n1Cc1ccc(Cl)cc1)NCc1ccc(F)cc1
    5%, -11%, 1%, -8%[60.1 µM], -8, 22%, 1%, -3%, x
> O=C(C/C=N\OCc1ccc([N+](=O)[O-])cc1)Nc1ccc(Cl)cc1
    2%, -11%, -9%, -9%, -5, 3%, u, -2%, 9%
> Cc1cc(Br)ccc1NC(=O)CNC(=O)c1cnn(C)c1
    6%, -20%, x, -18%, -3, x, x, -2%, -1%
> COc1ccc(-n2nc3c(c2NC(=O)c2c(-c4ccccc4Cl)noc2C)CS(=O)(=O)C3)cc1
    0%, -7%, -4%, -6%, 3, 7%, 0%, -3%, 15%
> Cc1c(C=O)c2ccccn2c1C(=O)c1ccccc1Cl
    53%[activator], 1%, -10%, 2%, -3, 19%, -11%, -2%, -5%
> O=C(c1cccnc1)N1CCN(Cc2cccc(Br)c2)CC1
    8%, -6%, 2%, -3%, -20, -2%, -7%, 0%, -6%
> Cc1ccccc1C(=O)N/N=C/c1ccsc1C
    28%, -21%, 0%, 0%, -12, -27%, -11%, 2%, 6%
> CCCCCCCCCc1nc2sc3c(c2c(=O)n1NC(=O)c1ccccc1[N+](=O)[O-])CC(C)(C)OC3
    55%[activator], -23%, -26%, -10%, -1, 8%, u, -5%, 6%
> Cn1c2ccccc2c2cnn(CC(=O)Nc3ccc(Cl)cc3)c(=O)c21
    17%, 0%, -9%, 1%, -4, -1%, -11%, 0%, -1%

An excerpt from above in order of formula weight, low to high:
Results follow in this order: POLI inh, POLH inh, BLM inh, POLK inh, LDHA inh, POLB inh, Anesthetic bind, Glioma ERSR ind, APE1 inh
> CC1=C(C(N)=O)C(c2cccs2)NC(=O)N1 (stereo not given)
    8%, -8%, -2%, 0%, -3, 1%, 1%, 8%, 6%
> Cc1ccccc1C(=O)N/N=C/c1ccsc1C
    28%, -21%, 0%, 0%, -12, -27%, -11%, 2%, 6%
> Cc1c(C=O)c2ccccn2c1C(=O)c1ccccc1Cl
    53%[activator], 1%, -10%, 2%, -3, 19%, -11%, -2%, -5%
> O=C(C/C=N\OCc1ccc([N+](=O)[O-])cc1)Nc1ccc(Cl)cc1
    2%, -11%, -9%, -9%, -5, 3%, u, -2%, 9%
> Cc1cc(Br)ccc1NC(=O)CNC(=O)c1cnn(C)c1
    6%, -20%, x, -18%, -3, x, x, -2%, -1%
> O=C(c1cccnc1)N1CCN(Cc2cccc(Br)c2)CC1
    8%, -6%, 2%, -3%, -20, -2%, -7%, 0%, -6%
> Cn1c2ccccc2c2cnn(CC(=O)Nc3ccc(Cl)cc3)c(=O)c21
    17%, 0%, -9%, 1%, -4, -1%, -11%, 0%, -1%
> O=C(CSc1ncc(CO)n1Cc1ccc(Cl)cc1)NCc1ccc(F)cc1
    5%, -11%, 1%, -8%[60.1 µM], -8, 22%, 1%, -3%, x
> CCCCCCCCCc1nc2sc3c(c2c(=O)n1NC(=O)c1ccccc1[N+](=O)[O-])CC(C)(C)OC3
    55%[activator], -23%, -26%, -10%, -1, 8%, u, -5%, 6%

Following part:
Results follow in this order: POLI inh, POLH inh, BLM inh, POLK inh, LDHA inh, POLB inh, Anesthetic bind, Glioma ERSR ind, APE1 inh
> COc1nn(C(C)C(=O)N2N=C(C(F)F)CC2(O)C(F)F)cc1[N+](=O)[O-] (stereo not given)
    22%, -22%, -11%, -9%, 4, 4%, 2%, -5%, -4%
> CN(CC(=O)Nc1ccc(F)cc1)C(=O)c1cc(-c2cccs2)nn1-c1ccccc1
    4%, -24%, x, 0%, 2, x, x, -3%, 24%
> CN(C1CCS(=O)(=O)C1)S(=O)(=O)c1cccs1 (stereo not given)
    8%, -22%, x, -10%, -8, x, x, -4%, 21%
> Cc1c(C(=O)O)nnn1-c1nonc1N
    21%, -12%, 1%, -4%, 1, 5%, 0%, -6%, -1%

Only part of the results is shown. The share of hits here may be higher or lower than overall.
